Screens from PubChem.
PP1 inh – blocks human PP1-alpha phosphatase, a PP5 counter-screen; P62136; purified PP1alpha, OMFP fluorescence; inhibition, % at 6.7 µM; actives 0.9% (n = 320,000);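 active = inhibition above the mean inhibition of all tested compounds plus 3 SD, computed separately for each screening campaign, cut at about 15% in these data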
Target sequence (P62136 whole entry, looked up): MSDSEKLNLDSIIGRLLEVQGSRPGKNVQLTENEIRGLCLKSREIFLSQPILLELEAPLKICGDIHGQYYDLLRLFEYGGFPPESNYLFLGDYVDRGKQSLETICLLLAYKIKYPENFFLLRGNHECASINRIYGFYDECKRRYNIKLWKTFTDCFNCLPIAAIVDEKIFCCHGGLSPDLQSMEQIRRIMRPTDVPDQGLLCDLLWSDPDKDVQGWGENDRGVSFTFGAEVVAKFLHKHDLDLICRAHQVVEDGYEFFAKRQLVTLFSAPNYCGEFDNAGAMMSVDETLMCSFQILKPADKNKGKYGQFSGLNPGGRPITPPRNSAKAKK
procasp7 counter – counter-screen for procaspase-3 activators: activators of human procaspase-7; recombinant procaspase-7, Ac-DEVD-pNA absorbance 405 nm; D23A/D198A/D206A triple mutant, cannot self-cleave; scale: DMSO 0, 5 µM enzyme 100; actives 0.093% (n = 330,000); activation, % at 8.5 µM;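 active = percent activation above the screen-wide mean plus 3 SD, cut at about 25% in these data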
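Test system: Procaspase-7 triple mutant (PC-7 D3A). Also added: Ac-DEVD-pNA substrate, 400 µM as added. Schedule: 1 h enzyme–compound preincubation and 2 h substrate reaction, both 25 °C. Signal: p-Nitroaniline absorbance at 405 nm, read at 0 and 120 min. Control set: low DMSO alone, high DMSO plus 5 µM PC-7.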
Efflux pump inh – blocks antifungal efflux pumps in multiplex yeast assay; inhibition, % at 10 µM; actives 0.44% (n = 330,000); AID 485275; S. cerevisiae Candida pump triplex, Nile Red efflux;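 active = plate passing quality check with inhibition over a set limit, or well fluorescence over plate mean plus 4 SD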;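 note: Nile Red retained in pooled yeast measured as flow cytometry median fluorescence; 0% = buffer negative control and 100% = Enniatin B positive control; higher means more Nile Red kept so more efflux inhibition; some compounds called inactive have numbers as strong as hits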
TPT1 inh – inhibitors of Candida albicans tRNA 2'-phosphotransferase TPT1. inhibition, % at 5 µM. actives 0.81% (n = 300,000). recombinant caTPT1, FP RNA substrate dephosphorylation;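 active = inhibition above the mean of all tested compounds plus 3 SD, set per screening campaign, cut at about 24% in these data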;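 note: plate controls were DMSO alone for no effect and ferristatin control at 100 nM for full effect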
CTSL1 counter – blocks F. hepatica cathepsin L1 in PFM18AAP counter-screen. recombinant F. hepatica cathepsin L1, Z-Leu-Arg-MCA fluorescence. inhibition, % at 5.96 µM. actives 0.49% (n = 300,000). AID 1906;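 active = inhibition above the mean of all tested compounds plus 3 SD, set per screening campaign, cut at about 17% in these data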;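 note: 0% = plate median of test compound wells and 100% = 1 µM Z-Phe-Ala-diazomethylketone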
GASC-1 inh – blocks human GASC-1 demethylase activity; GST-JMJD2C(1-420) H3K9me3 demethylation, DELFIA europium; inhibition, % at 2.35 µM; actives 0.069% (n = 330,000);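 active = more than half of a compound's replicate wells show inhibition beyond 50%, single wells judged on their own value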;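 note: signal counts dimethyl H3K9 product captured on neutravidin plate; 0% = median of DMSO wells and 100% = 0.3 times that DMSO median; strong numbers were not always called active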
proCasp3 act – procaspase-3 (human) activation. P42574. recombinant procaspase-3 D3A, Ac-DEVD-pNA absorbance 405 nm. activation, % at 8.5 µM. actives 0.11% (n = 330,000). AID 463141;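 active = activation above the mean of all tested compounds plus 3 SD, cut at about 21% in these data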;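 note: 0% = DMSO alone and 100% = DMSO wells spiked with extra 5 µM PC-3 D3A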
Target sequence (P42574 whole entry D9A/D28A/D175A): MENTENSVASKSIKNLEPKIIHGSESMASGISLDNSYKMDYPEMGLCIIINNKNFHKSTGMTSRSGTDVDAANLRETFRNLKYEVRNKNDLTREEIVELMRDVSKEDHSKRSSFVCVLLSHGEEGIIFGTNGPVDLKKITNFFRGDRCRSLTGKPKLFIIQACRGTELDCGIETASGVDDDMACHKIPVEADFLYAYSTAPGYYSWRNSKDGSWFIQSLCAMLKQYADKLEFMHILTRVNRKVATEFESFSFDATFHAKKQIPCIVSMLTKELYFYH
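System: Procaspase-3 D3A mutant. Medium: Zinc-free 300 mM NaCl, 50 mM HEPES, 0.01% Triton X-100. Schedule: 1 h preincubation plus 2 h reaction at 25 °C. Measured by: 405 nm absorbance of p-nitroaniline, reads at 0 and 120 min. Read-out: percent activation relative to control range.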
core dimer inh – HCV core protein dimerization inhibition; TR-FRET GST/Flag-core106 dimerization, 1536-well; inhibition, % at 5 µM; actives 0.33% (n = 300,000);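 active = inhibition above the mean of all tested compounds plus 3 SD, set per screening campaign, cut at about 45% in these data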
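System: GST/Flag-tagged HCV core106 proteins. Incubation: compound-protein-antibody incubation 4 h at 22.5 °C. Technique: HTRF with 340 nm excitation, 617/671 nm emission. Medium: KF-containing HEPES buffer, pH 7.45, DTT, CHAPS, BSA. Read-out: inhibition (%) from 671 over 617 nm ratio. Also added: Eu(K)-anti-GST 90 ng/mL plus XL665-anti-Flag 1 µg/mL.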
PP5 inh – inhibitors of human protein phosphatase 5 (PP5). inhibition, % at 6.7 µM. purified PP5c, OMFP substrate fluorescence. actives 0.18% (n = 320,000). P53041;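 active = inhibition above the campaign's mean inhibition across all tested compounds plus 3 SD, cut at about 9.5% in these data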;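 note: 0% = DMSO only and 100% = 100 µM cantharidin control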
Target sequence (P53041 whole entry, looked up): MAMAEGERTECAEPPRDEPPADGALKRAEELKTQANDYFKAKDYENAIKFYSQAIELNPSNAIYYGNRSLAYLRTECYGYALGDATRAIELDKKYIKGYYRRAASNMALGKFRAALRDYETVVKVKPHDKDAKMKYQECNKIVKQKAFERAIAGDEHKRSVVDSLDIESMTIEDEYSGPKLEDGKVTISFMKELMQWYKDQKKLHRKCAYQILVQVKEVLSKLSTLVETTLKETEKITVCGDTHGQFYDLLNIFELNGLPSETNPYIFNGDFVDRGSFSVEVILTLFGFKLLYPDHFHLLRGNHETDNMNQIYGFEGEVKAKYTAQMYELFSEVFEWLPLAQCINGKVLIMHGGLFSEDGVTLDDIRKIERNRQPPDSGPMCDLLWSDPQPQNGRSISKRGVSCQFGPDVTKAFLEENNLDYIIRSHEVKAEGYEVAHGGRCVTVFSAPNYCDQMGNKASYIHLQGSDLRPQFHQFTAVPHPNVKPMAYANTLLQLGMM
Starred values were filed as active, the others as inactive; i = inactive; / = no result given; & = joins results of further samples.

SMILES	PP1 inh	procasp7 counter	Efflux pump inh	TPT1 inh	CTSL1 counter	GASC-1 inh	proCasp3 act	core dimer inh	PP5 inh
CCC(C)COC(c1ccccc1)(c1ccccc1)C(Oc1nc(C)cc(C)n1)C(=O)O (stereo unspecified)	1	-5	0.1	3	4	3	6	8	-1.8
COc1c(C)cc(S(=O)(=O)N2CCOCC2)c(C)c1C	-7	-3	-0.1	2	-1	3	-2	-2	-1.8
Cc1ccc2c(c1)nnn2C1CCN(CC(=O)Nc2ccccc2N2CCOCC2)CC1	-3	5	0.0	1	-1	-12	3	7	2.6
COC(=O)c1ccc(CSc2nc3sc4c(c3c(=O)n2C)CCCC4)o1	-1	-1	0.1	-2	0	6	-4	0	0.1
COc1cc(/C=C/C(=O)O)cc(S(=O)(=O)N2CCCc3ccccc32)c1OC	0	7	-0.3	0	-4	-8	-2	0	2.5
Cc1cc(N/C=C/C(=O)c2cccs2)ccc1F	1	2	0.1	2	0	-4	12	0	0.1
CC(=O)Nc1ccc(S(=O)(=O)NNC(=O)NC23CC4CC(CC(C4)C2)C3)cc1	-10	0	5.1	-2	-3	5	6	8	2.1
Cc1ccccc1-c1nnc(SCC#N)o1	2	2	0.1	1	-2	i	7	-1	0.3
COC(=O)c1cc(-c2ccc(OC)c(OC)c2)c2c(=O)[nH]c(=O)n(C)c2n1	0	2	0.1	0	-3	-16	-5	8	1.7
O=C1C=C(c2ccc(F)nc2)C[C@@H](c2ccc3c(c2)OCO3)C1	1	10	-0.1	/	/	6	10	/	0.2
CC(C)c1csc(CN2CCCC(CNC(=O)c3cccc4ccccc34)C2)n1 (stereo unspecified)	-3	5	0.0	0	-6	-9	-1	2	3.9
Cc1nnc(SCC(=O)N2CCN(S(=O)(=O)c3ccccc3)CC2)[nH]c1=O	0	7	0.0	-4	-3	-19&-13	5	0	2.2
O=C(CS(=O)(=O)Nc1ccc(F)cc1Cl)Nc1ccc(F)cc1Cl	0	-9	0.0	-2	-3	19	-5	-19	0.8
Cc1cc(C(=O)N2CCc3ccccc3C2)n[nH]1	-3	1	0.0	2	0	-11	7	-5	-2.0
O=C(c1cc(COc2ccc3ncccc3c2)on1)N1CCC[C@H]1CO	-2	-3	0.0	-4	0	-28	1	-15	0.1
COC(=O)CSc1nnc(CNC(=O)c2ccc(OC)c(OC)c2)n1C	0	1	0.0	0	0	19	5	-9	-0.1
Cc1c(C)c2cc(Cl)c(OCC(=O)N3CCN(c4ccc(F)cc4)CC3)cc2oc1=O	1	4	-0.3	-2	4	10	-6	21	1.4
O=C(NC1CCCC1)c1ccc(CS(=O)(=O)Cc2ccccc2Cl)o1	-4	-4	0.0	-4	2	-1	5	-1	1.4
CCCNc1nc2c(c(=O)n(C)c(=O)n2C)n1CCC(C)C	-3	4	0.0	1	3	-25	3	-4	1.5
CC1CCCC(C)N1C(=O)c1cc(-c2ccco2)on1 (stereo unspecified)	-2	6	0.0	0	0	-24	0	12	0.7
O=C(N/N=C/c1c[nH]c2ccccc12)c1cc2ccccc2o1	0	5	-0.1	-4	7	7	7	-5	2.1
Cc1cc(=O)n2nc(N3CCCC(C(=O)Nc4ccc(C)c(C)c4)C3)sc2n1 (stereo unspecified)	1	14	-0.1	3	-2	-24	6	10	-3.3
COC(=O)c1ccc(C2OCC(C)(C)CO2)cc1	2	15	1.1*	-3	-3	-15	-1	-3	0.8
CCOC(=O)c1ccc(NC(=O)NC2CCN(CC(=O)NCc3ccc4c(c3)OCO4)CC2)cc1	-3	-9	0.0	-4	-2	15	-2	0	-0.3
COc1ccc(S(=O)(=O)NCC2CCCN(C(=O)CNC(C)=O)C2)cc1 (stereo unspecified)	-2	0	-0.1	2	-4	-17	2	4	0.6
SMILES	PP1 inh	procasp7 counter	Efflux pump inh	TPT1 inh	CTSL1 counter	GASC-1 inh	proCasp3 act	core dimer inh	PP5 inh
CCc1ccccc1N(CC(=O)NC1CCCC1)C(=O)CNC(=O)c1cccs1	0	-2	0.0	2	8	2	-5	7	-0.3
CC(C)CNC(=O)c1cc2nc(C3CC3)cc(C(F)(F)F)n2n1	-3	-4	0.0	2	5	1	-9	-4	-0.7
CCC(C)[C@H](NC(=O)NCc1ccc(OC)c(OC)c1)C(=O)O (stereo partly specified)	-3	-8	-0.1	1	0	-1	10	1	-3.1
Cc1ccc(C(=O)C(C)OC(=O)Cn2c(C)csc2=O)cc1 (stereo unspecified)	0	3	0.1	1	0	7	-10	3	0.1
CCOc1ccc(C2C=C(c3ccc(C)cc3)Nc3ncnn32)cc1 (stereo unspecified)	2	4	0.1	-14	3	2	6	3	1.1
Cc1nnc(SCC(=O)NC2CCCCC2)n(N)c1=O	-5	6	-0.2	1	3	-7	0	1	-2.1
O=C(NCCNC(=O)c1ccc(F)cc1)c1ccc(F)cc1	2	4	-0.1	2	2	1	1	0	-0.1
CCn1cc(NC(=O)Nc2ccccc2C(=O)OC)c(C(N)=O)n1	2	-9	0.0	-2	1	5	13	2	-0.7
Cc1cc(Br)c(NC(=O)c2ccccc2[N+](=O)[O-])cc1C	3	-2	-0.1	-3	2	-34	9	-5	3.6
COc1cc(-c2nnc(Cn3cc(C(F)(F)F)ccc3=O)o2)cc(OC)c1OC	-2	11	0.0	-2	1	-2	-2	9	1.4
C=CCN1C(=O)S/C(=C\c2ccc3c(c2)n(C)c(=O)n3C)C1=O	-1	3	0.0	-5	4	-7	-4	-2	1.4
Nc1nnc(SCC(=O)N2CCc3ccccc32)n1-c1ccccc1	-6	2	0.0	-2	-1	11	2	-2	0.9
Cc1ccnc(SCc2ccc([N+](=O)[O-])cc2)n1	-7	-2	0.1	0	1	-2	-7	-4	3.1
COC1=CC(=O)[C@@]2([C@@H]1O)[C@@H](Cl)C[C@]13C(OC)=C(OC)C(=O)C[C@]21CCN3C	/	8	0.0	/	/	6	5	/	/
CCOc1ccc(OCC)c(-c2c(=O)n(OCc3ccc(C(C)(C)C)cc3)c3ccccc3[n+]2[O-])c1	3	10	-0.1	-1	0	0	6	18	0.8
Cc1[nH]c(C)c(S(=O)(=O)Nc2ccc(OC(F)(F)F)cc2)c1C(=O)N1CCCCC1	0	-6	0.1	-2	0	-7	-5	-3	2.3
Cc1nn(-c2ccccc2)c(Cl)c1/C=C1\C(=O)N(C)C(=S)N1C	0	0	0.1	3	6	1	-1	8	-1.5
COCCCC1CCN(C(=O)c2cc(COc3ccc(C)nc3)on2)CC1	-5	1	-0.6	-3	-1	8	0	-12	-0.1
COc1ccc(COC(=O)N/N=C(\C)CC(=O)Nc2c(C)cc(C)cc2C)cc1	-3	6	0.0	-2	5	-17	5	-2	-2.5
COc1cccc2[nH]c3c(N4CCN(Cc5ccc6c(c5)OCO6)CC4)ncnc3c12	0	9	-0.1	-3	6	-17	-5	-2	0.6
OCC[C@H]1C[C@@H](O)[C@H](O)[C@@]2(CCc3ccccc3O2)O1	-2	-7	0.1	1	0	-5	-1	-10	2.1
CCOc1ccc(Cn2nnc(C(=O)NCc3ccccc3)c2N)cc1	0	14	-0.2	-1	-2	7	0	-4	-0.9
CC1CCN(C(=O)CSc2nc3c(c(=O)n2C)SCC3)CC1	-2	7	0.1	0	-2	3	4	6	1.6
COc1ccc(NC(=O)Nc2cc(C)ccc2OC(F)F)c(OC)c1	-1	-8	-0.1	-4	0	10	-3	-6	0.8
Cc1ccc(-n2cc(CN3CCC(O)(c4ccccn4)CC3)c(-c3ccc(F)cc3)n2)cc1	-2	9	0.0	-2	1	-1	-3	-12	3.2

3 records picked at random from the list so far, as already listed:
SMILES	PP1 inh	procasp7 counter	Efflux pump inh	TPT1 inh	CTSL1 counter	GASC-1 inh	proCasp3 act	core dimer inh	PP5 inh
Cc1cc(Br)c(NC(=O)c2ccccc2[N+](=O)[O-])cc1C	3	-2	-0.1	-3	2	-34	9	-5	3.6
Cc1ccc(-n2cc(CN3CCC(O)(c4ccccn4)CC3)c(-c3ccc(F)cc3)n2)cc1	-2	9	0.0	-2	1	-1	-3	-12	3.2
CCOc1ccc(OCC)c(-c2c(=O)n(OCc3ccc(C(C)(C)C)cc3)c3ccccc3[n+]2[O-])c1	3	10	-0.1	-1	0	0	6	18	0.8

New compounds follow.
SMILES	PP1 inh	procasp7 counter	Efflux pump inh	TPT1 inh	CTSL1 counter	GASC-1 inh	proCasp3 act	core dimer inh	PP5 inh
O=C(COc1ccccc1F)Nc1c2c(nn1-c1ccccc1)CS(=O)(=O)C2	2	0	0.1	2	-1	3	1	9	4.8
CN1c2ccccc2C(O)=C(C(=S)Nc2ccc(F)c(Cl)c2)S1(=O)=O	1	-8	-0.1	-5	4	5	-12	13	5.2
O=C(c1ccccc1)N1CCC(=O)N1c1ccccc1	-4	0	0.3	0	-4	3	3	4	3.0
COc1cccc(C2NC(=O)NC(C)=C2C(=O)Nc2cc(OC)ccc2OC)c1 (stereo unspecified)	-9	-14	-0.2	0	1	-2	-3	-3	4.6
COC(=O)Nc1ccc(S(=O)(=O)N2CCCC(C(=O)N3CCOCC3)C2)cc1 (stereo unspecified)	1	11	-0.1	-4	-1	3	2	-3	-0.1
O=C(NC(=S)Nc1ccc(NC(=O)c2ccco2)cc1)c1ccccc1	-2	-7	4.2	1	-1	-1	-1	-1	-2.7
CCOc1ccc(N2CC(C(=O)Nc3ccc(S(=O)(=O)Nc4ncccn4)cc3)CC2=O)cc1 (stereo unspecified)	-5	-3	0.1	-3	-2	-2	6	0	1.7
O=C(COc1ccccc1Br)N1CCN(c2ccccc2)CC1	-4	1	1.8	-2	-3	-3	-2	7	6.6
CC(=O)C[C@H](O)CC(=O)[C@@H]1OC(=O)[C@H](C)C/C=C\Cc2ccccc21	/	6	-0.2	/	/	14	0	/	/
O=C(Nc1ccc2nc3n(c(=O)c2c1)CCCCC3)c1c(F)ccc([N+](=O)[O-])c1F	0	4	0.5	4	-2	3	0	13	2.0
O=C(O)c1ccccc1-c1ccccc1C(=O)NCc1ccccc1F	-2	0	0.0	1	-2	2	2	2	1.6
O=S(=O)(Nc1ccc(Cl)cn1)c1ccc(Cl)cc1	-4	-4	0.0	-1	1	2	7	3	3.5
Cc1csc(SCC(=O)Nc2nncs2)n1	3	-7	0.0	3	-1	6	-7	-5	1.6
CCc1ccc(CN2CCC(n3nccc3NC(=O)c3ccccc3C)CC2)cc1	-10	7	2.5	-1	-1	-4	-8	7	1.8
CCOc1ccc(OCC(=O)Nc2ccc(S(=O)(=O)Nc3cc(C)nc(C)n3)cc2)cc1	-1	4	0.0	0	1	-9	-3	20	-0.6
COc1ccc(N2CCN(S(=O)(=O)CCNC(=O)C34CC5CC(CC(C5)C3)C4)CC2)cc1	-1	1	-0.1	3	2	6	7	6	2.6
CCCOc1ccc(C(=O)CCC(=O)Nc2ccc(N3CCN(C)CC3)cc2)cc1	-5	8	0.1	/	/	-11	7	/	2.5
COc1cc(OC)c(OC)cc1/C=N/NC(=O)c1ccc(CSc2nc(C)cc(C)n2)cc1	-8	-24	0.1	1	-1	5	7	4	1.2
